KCNQ2 block: KCNQ2 potassium channel inhibitors, primary screen, cell-based, CHO-K1, FluxOR thallium flux, B-score (AID 2156); O88943; 20 min; stronger effect = lower value; B-score at 10 µM; 310,000 tested, 1.1% active;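 active = fluorescence ratio B-score at most minus 3 library SDs, with starting brightness B-score within 2 library SDs, cut at about -5.5 in these data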
CHT inh: human CHT choline transport inhibition; Q9GZV3; CHT-expressing cells, membrane potential dye, choline response; stronger effect = lower value; B-score at 10 µM; 310,000 tested, 0.86% active;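 active = B-score over 3 SD under the library average, and starting fluorescence ratio not unusually high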;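 note: choline stimulus applied at its EC90 after an EC20 pre-addition; B-score computed on integrated fluorescence ratio after choline addition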
Target sequence (Q9GZV3 whole entry, looked up): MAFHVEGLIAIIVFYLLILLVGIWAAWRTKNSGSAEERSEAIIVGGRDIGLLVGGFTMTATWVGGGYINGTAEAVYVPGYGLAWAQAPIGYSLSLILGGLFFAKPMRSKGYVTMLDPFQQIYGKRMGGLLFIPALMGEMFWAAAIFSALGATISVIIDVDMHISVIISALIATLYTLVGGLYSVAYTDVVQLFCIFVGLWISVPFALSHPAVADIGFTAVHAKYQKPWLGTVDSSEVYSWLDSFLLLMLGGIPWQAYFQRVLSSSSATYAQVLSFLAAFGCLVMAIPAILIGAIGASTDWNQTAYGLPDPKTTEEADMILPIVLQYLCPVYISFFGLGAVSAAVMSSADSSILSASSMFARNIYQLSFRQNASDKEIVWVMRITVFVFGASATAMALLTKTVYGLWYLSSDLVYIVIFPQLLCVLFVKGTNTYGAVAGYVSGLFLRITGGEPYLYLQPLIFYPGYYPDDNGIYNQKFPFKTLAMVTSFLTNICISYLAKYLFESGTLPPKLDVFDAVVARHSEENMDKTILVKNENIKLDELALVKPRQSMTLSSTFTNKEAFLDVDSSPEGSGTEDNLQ
* hit, by the source's call; i = inactive; nt = no result given.

SMILES	KCNQ2 block	CHT inh
O=C(Nc1ccc(N2CCN(C(=O)c3cccs3)CC2)cc1)c1ccccc1Cl	i	i
CCc1noc(C)c1C(=O)N1CCCC(N2CCN(c3ccccc3F)CC2)C1 (stereo unspecified)	i	i
O=C(CN1C(=O)c2ccc([N+](=O)[O-])cc2C1=O)Nc1ccccc1N1CCCC1	i	i
CSc1nc2c(c(-c3ccccc3)c1C#N)CCC2	i	i
CCOC(=O)N1CCC(Nc2c(NCCN3CCN(c4cccc(Cl)c4)CC3)c(=O)c2=O)CC1	i	i
O=C(NCc1ccc(F)cc1)c1cccc2c1C(=O)N(Cc1cccnc1)C2	i	i
CCc1c(C)sc(NC(=O)c2cc(-c3ccc(O)cc3)on2)c1C#N	i	i
COCCn1c(=S)[nH]c2ccc(N(C)C)cc2c1=O	i	i
CN(C)CCCNCCCNC(=O)/C(=N\O)c1ccccn1	i	i
Cc1ccccc1-c1nnnn1C1CCS(=O)(=O)C1 (stereo unspecified)	i	i
Cc1ccc(CSCC(=O)NCc2ccco2)cc1	i	i
COc1cccc(C(=O)CN(C(=O)c2ccc(Cl)c(Cl)c2)N2C(=O)c3ccccc3C2=O)c1	i	i
Cc1ccc(-c2nc(CN(CC3CCC3)CC3CCCO3)c(C)o2)s1 (stereo unspecified)	i	i
COCCCn1nnnc1SCC(=O)Nc1ccc2c(c1)OCCO2	i	i
Cn1ccnc1/C(=N\NC(=O)c1ccccc1)c1cccc([N+](=O)[O-])c1	i	i
CCCCCC(=O)N1CCCCC1	i	i
COc1ccc(S(=O)(=O)N2CCOC2CNC(=O)C(=O)NCCc2ccc(OC)c(OC)c2)cc1C (stereo unspecified)	i	i
CC(=O)c1ccc(S(=O)(=O)NC2CC(=O)N(c3ccc4c(c3)OCCO4)C2)cc1 (stereo unspecified)	i	i
Cn1c(SCC(=O)N2CCCCC2)nc2c([nH]c3ccccc32)c1=O	i	i
Nc1ccc2c(c1)Cc1cc([N+](=O)[O-])ccc1-2	i	i
COc1ccc(-c2csc(N(CC3CCCO3)C(=O)c3ccco3)n2)cc1 (stereo unspecified)	i	i
O=C(NCc1ccco1)C1CC(c2cc(C(F)(F)F)cc(C(F)(F)F)c2)=NO1 (stereo unspecified)	i	i
COc1ccc(-c2csc3ncnc(NCCN4CCOCC4)c23)cc1	i	i
COc1ccc2oc(=O)c(C(=O)N3CCN(c4ccccc4F)CC3)cc2c1	i	i
CC1=NN(c2ccccc2)C(=O)/C1=C\c1ccc(Br)s1	i	i
COc1ccc(/C=C2\SC(=S)N(C(C)C(=O)NC3C=CS(=O)(=O)C3)C2=O)cc1 (stereo unspecified)	i	i
Cc1cc(NS(=O)(=O)c2ccc(NC(=O)c3ccc(Cl)cc3[N+](=O)[O-])cc2)no1	i	i
O=c1c2ccccc2nnn1CSc1nnc(-c2ccco2)o1	i	i
Cc1[nH]n(-c2ccccc2)c(=S)c1C=Nc1ccc([N+](=O)[O-])cc1	nt	i
O=C(NCN1CCN(c2ccccc2F)CC1)c1ccccc1	i	i
CCOC(=O)c1c(NC(=O)CSc2nnc(N)s2)sc(C)c1-c1ccc(C)cc1	i	i
Cc1nnc(SCCC(=O)Nc2nc(-c3ccccc3)ns2)s1	i	i
CCC(CC)C(=O)Nc1ccc(-c2cn3cccnc3n2)cc1	i	i
COc1ccc(C2NC(=S)NC(C)=C2C(=O)Nc2ccccn2)cc1 (stereo unspecified)	i	i
O=C(Nc1ccc(C(=O)N2CCCCC2)cc1)C1CCCCC1	i	i
CCOC(=O)c1ccc(NC(=O)c2cc(S(=O)(=O)N3CCOCC3)cn2C)cc1	i	i
COc1ccc(-c2nnc(SCC(=O)NC3CCCc4ccccc43)n2N)cc1 (stereo unspecified)	i	i
COc1cccc(C(=O)COC(=O)CCC(=O)NC2CCCCC2)c1	i	i
CCOC(=O)Cc1csc(NC(=O)Nc2ccccc2)n1	i	i
O=C(NC1CCCN(c2ccc(C(F)(F)F)cn2)C1)c1cc(Cl)ccc1F (stereo unspecified)	i	i
COCCN1CCN(Cc2nc(C3(c4ccc(C)cc4)CCCC3)no2)CC1	i	i
COc1ccc(CNC(=O)C2(CC3CC(c4ccccc4)=NO3)CCN(C(=O)C3CCCC3)CC2)cc1 (stereo unspecified)	i	i
CCCC(=O)NC(Nc1ccc(S(=O)(=O)Nc2ncccn2)cc1)(C(=O)OCC)C(F)(F)F (stereo unspecified)	i	i
CC(C)c1ccc(N(CC(=O)O)S(=O)(=O)c2cccnc2)cc1	i	i
O=C(CSc1nc(-c2ccccc2)cc(C(F)(F)F)n1)c1cccc([N+](=O)[O-])c1	i	i
CN(C(=O)COC(=O)c1cc(S(=O)(=O)N(C)C)ccc1Cl)C1CCS(=O)(=O)C1 (stereo unspecified)	i	i
O=C1CCCN1CCCNCC(=O)N1c2ccccc2Sc2ccccc21	i	i
CSc1ccccc1OCc1cc(C(=O)NCc2ccc(C)s2)no1	i	i
CCOC(=O)c1cc(C(=O)NN)c(=O)[nH]c1C	i	i
COC(=O)CNC(=O)c1ccc(OC2CCN(C(=O)C3CC3)CC2)cc1	i	i
C=COCCNC(=O)C1CC(=O)N(c2ccc(C)cc2)C1 (stereo unspecified)	i	i
CCCc1nnc(NC(=O)Cn2cnc3ccccc3c2=O)s1	i	i
CC(=O)c1cccc(NC(=O)c2cc(-c3ccc(F)cc3)on2)c1	i	i
CC(C)(C)c1ccc(C(=O)Nc2ccccc2Cl)cc1	i	i
COC(=O)C1=C(C(=O)OC)[C@@H]2N(C)c3ccccc3[C@@]23C[C@@H](C(=O)OC)N(C(=O)c2ccco2)C3=N1	i	i
Cc1cc(S(=O)(=O)NCC2CCCO2)c(C)cc1Br (stereo unspecified)	i	i
O=S(=O)(Nc1ccc(Cc2ccncc2)cc1)c1ccc(Cl)c(Cl)c1	i	i
O=C(CCc1nnc2ccc(N3CCC4(CC3)OCCO4)nn12)N1CCCCC1	i	i
CCOc1ccc(-c2nc3scc(-c4cccs4)c3c(=O)[nH]2)cc1	i	i
Cc1ccc(S(=O)(=O)Cn2nnnc2CN2CCN(C(=O)c3ccco3)CC2)cc1	i	i

Another view of part of the listing above.
structure,KCNQ2 block,CHT inh
CC(C)c1ccc(N(CC(=O)O)S(=O)(=O)c2cccnc2)cc1,i,i
O=C(CSc1nc(-c2ccccc2)cc(C(F)(F)F)n1)c1cccc([N+](=O)[O-])c1,i,i
CN(C(=O)COC(=O)c1cc(S(=O)(=O)N(C)C)ccc1Cl)C1CCS(=O)(=O)C1 (stereo unspecified),i,i
O=C1CCCN1CCCNCC(=O)N1c2ccccc2Sc2ccccc21,i,i
CSc1ccccc1OCc1cc(C(=O)NCc2ccc(C)s2)no1,i,i
CCOC(=O)c1cc(C(=O)NN)c(=O)[nH]c1C,i,i
COC(=O)CNC(=O)c1ccc(OC2CCN(C(=O)C3CC3)CC2)cc1,i,i
C=COCCNC(=O)C1CC(=O)N(c2ccc(C)cc2)C1 (stereo unspecified),i,i
CCCc1nnc(NC(=O)Cn2cnc3ccccc3c2=O)s1,i,i
CC(=O)c1cccc(NC(=O)c2cc(-c3ccc(F)cc3)on2)c1,i,i
CC(C)(C)c1ccc(C(=O)Nc2ccccc2Cl)cc1,i,i
COC(=O)C1=C(C(=O)OC)[C@@H]2N(C)c3ccccc3[C@@]23C[C@@H](C(=O)OC)N(C(=O)c2ccco2)C3=N1,i,i
Cc1cc(S(=O)(=O)NCC2CCCO2)c(C)cc1Br (stereo unspecified),i,i
O=S(=O)(Nc1ccc(Cc2ccncc2)cc1)c1ccc(Cl)c(Cl)c1,i,i
O=C(CCc1nnc2ccc(N3CCC4(CC3)OCCO4)nn12)N1CCCCC1,i,i
CCOc1ccc(-c2nc3scc(-c4cccs4)c3c(=O)[nH]2)cc1,i,i
Cc1ccc(S(=O)(=O)Cn2nnnc2CN2CCN(C(=O)c3ccco3)CC2)cc1,i,i

Other compounds follow.
SMILES	KCNQ2 block	CHT inh
Oc1ccc(Br)cc1CN1CCCCCCC1	i	i
CCN(CC)c1ccc(S(=O)(=O)N2CCOCC2)cc1NC(=O)CSc1cccc[n+]1[O-]	i	i
OCCN(Cc1ccccc1)CC(O)COc1ccc(-c2ccccc2)cc1 (stereo unspecified)	i	i
COc1ccc(NC(=O)c2cc(S(=O)(=O)N3CCS(=O)(=O)CC3)ccc2Cl)cc1	i	i
O=C(Oc1ccc(C(=S)N2CCOCC2)cc1)c1cccc([N+](=O)[O-])c1	i	i
COc1cccc(C(=O)NCC(=O)N/N=C/c2cn[nH]c2-c2ccccc2)c1	i	i
Cc1ccc(Cc2c(C)nc3nc(SCC(=O)NCCN4CCOCC4)nn3c2C)cc1	i	i
Cc1csc(SCC(=O)Nc2nnc(C)s2)n1	i	i
O=C(O)c1ccc2c(c1)[C@@H]1C=CC[C@@H]1[C@H](c1ccccn1)N2	i	i
Cc1cc(S(=O)(=O)N2CCN(c3ccccn3)CC2)c(C)cc1Cl	i	i
Cc1ccc2sc(N(CCCN(C)C)C(=O)CCS(=O)(=O)c3ccccc3)nc2c1C	i	i
CNC(=O)c1nc[nH]c1C(=O)NC	i	i
Cc1cc(C(=O)NCc2cc(C)n(C)n2)sc1-c1ccccc1	i	i
CN(C)S(=O)(=O)N(CCN1CCOCC1)Cc1ccccc1F	i	i
Cc1c(O)cc2n(c1=O)-c1ccc(Cl)cc1C2(C)C	i	i
CCOC(=O)CNC(=O)CSc1nc2ncc(Br)cc2[nH]1	i	i
O=C(COC(=O)C1CCN(c2ccc(C(F)(F)F)cn2)CC1)Nc1ccc(Cl)cn1	i	i
COC(=O)c1cccc2nc3c(C(C)O)cccc3nc12 (stereo unspecified)	i	i
O=C(CCc1nc(-c2ccccc2F)no1)NCCN1CCOCC1	i	i
O=C(NCCCn1ccnc1)C(=O)Nc1ccccc1	i	i
COc1ccccc1C(=O)NCc1ccco1	i	i
O=C(Cn1c(=O)oc2cc(S(=O)(=O)N3CCCC3)ccc21)Nc1ccccc1Br	i	i
Cc1cc(-c2nnco2)c(C)n1-c1ccccc1	i	i
COc1ccc(C(CNC(=O)CN2C(=O)NC3(CCCC3)C2=O)N(C)C)cc1 (stereo unspecified)	i	i
Cc1nnc(SCC(=O)N(C)CC(=O)Nc2ccc(F)cc2)n1Cc1ccccc1	i	i
Cc1c(Cl)c(C(=O)N2CCCc3ccccc32)nn1C	i	i
CCn1c(=O)c2c3c(sc2n(C)c1=O)CCC3	i	i
COc1cc(OC)cc(C(=O)N2CCC(N3CCN(c4ccccc4)CC3)CC2)c1	i	i
COc1ccc([N+](=O)[O-])cc1COc1cc(C)cc2oc(=O)cc(-c3ccccc3)c12	i	i
CCCC(=O)Nc1cccc(NC(=O)c2ccc([N+](=O)[O-])cc2Cl)c1	i	-6.56*
CCCCNC(=S)Nc1ccc2[nH]c(=O)[nH]c2c1	i	i
O=C(COC(=O)CCS(=O)(=O)c1ccc(Cl)cc1)NCCc1ccc(Cl)cc1Cl	i	i
O=C(NC1CCCCC1)N1CCN(C2CCCCC2)CC1	i	i
CC(OC(=O)Cc1ccccc1[N+](=O)[O-])C(=O)NC(=O)NC1CCCCC1 (stereo unspecified)	i	i
COc1ccc(C)cc1NC(=O)CCCNC(=O)Cn1cnc2sc(C)c(C)c2c1=O	i	i
Cc1ccc(Nc2cc(C)nc3ncnn23)cc1	i	i
COC(=O)c1sccc1NC(=O)c1cc(OC)c(OC)c(OC)c1	i	i
O=C(O)c1cnc(-c2ccccc2)nc1Sc1ccccc1	i	i
CCOC(=O)CN(C)C(=O)CCc1nnc(-c2ccsc2)o1	i	i
Cc1ccc(S(=O)(=O)N(C)Cc2ccc(-c3nnco3)cc2)cc1	i	i
CCOC(=O)[C@H]1[C@H]2COc3ccc(Cl)cc3[C@@H]2N2C(=O)c3cc(F)ccc3NC(=O)[C@@]12C	nt	i
C=CCN1C(=O)C(CC(=O)Nc2ccc(OC)cc2)SC1=Nc1ccc(S(N)(=O)=O)cc1 (stereo unspecified)	i	i
Fc1ccc(C(CCNCc2ccccn2)c2ccc(Cl)cc2)cc1 (stereo unspecified)	i	i
CC1Cc2cc(/C(O)=C3/C(=O)C(=O)N(CCCn4ccnc4)C3c3ccc(F)cc3)ccc2O1 (stereo unspecified)	i	i
CC(NS(=O)(=O)c1ccc2c(c1)OCCCO2)C(=O)O (stereo unspecified)	i	i
CC#CC(=O)N1CCC(CCC(=O)N(C)Cc2ccccc2)CC1	i	i
CCOc1cc(NS(=O)(=O)c2ccc(NC(C)=O)cc2)c(OCC)cc1NC(=O)C(C)C	i	i
COCCCn1c(=O)/c(=C\c2ccccc2OC(F)F)s/c1=C(/C#N)C(=O)N1CCOCC1	i	i
Cc1ccc(C)c(N2CCN(C(=O)c3ccc(NC4=NC5CS(=O)(=O)CC5S4)cc3)CC2)c1 (stereo unspecified)	i	i
O=C(Nc1ccccc1)C1CCCN1C(=O)NCc1ccccc1 (stereo unspecified)	i	i
CC(C)CNS(=O)(=O)c1ccc(CC(C)C)cc1	i	i
COc1cccc(CN(C)C(=S)Nc2ccc(C)c(C)c2)c1	i	i
CCOc1ccc(OCC)c(S(=O)(=O)NCCOC23CC4CC(CC(C4)C2)C3)c1	i	i
O=C(CSc1ccc(-c2ccccc2)nn1)NC1CCCC1	i	i
CN(C)c1ccc(CNC2CC(C)(C)NC(C)(C)C2)cc1	i	i
Cc1ccc(COc2coc(CO)cc2=O)cc1	i	i
COc1ccc(/C=C/C(=O)NC(=S)Nc2ccccc2C(=O)NC2CCCCC2)cc1	i	i
O=C(O)CC(NC(=O)C12CC3CC(CC(C3)C1)C2)c1ccc(OC2CCCC2)cc1 (stereo unspecified)	i	i
COc1ccc(OC)c(NC(=O)[C@@H]2CCCN2C(=O)c2cccs2)c1	i	i
CCOC(=O)c1nnc(-c2ccc(C)cc2)nc1Oc1ccc(Cl)cc1Cl	-6*	i
NC(=O)C1(N2CCCCC2)CCN(Cc2ccc(Br)cc2)CC1	i	i
c1ccc(OCc2nnnn2-c2ccccc2)cc1	i	i
Cc1ccc(C)c(N(C(=O)c2ccco2)C(C(=O)NC2CCCC2)c2ccco2)c1 (stereo unspecified)	i	i

High-throughput results: PubChem BioAssay, Johns Hopkins Ion Channel Center
